NALP1 inh – NALP1 inflammasome inhibitors in reconstituted yeast, colorimetric, S. cerevisiae, triplicate retest. AID 2071, 2009. inhibition, % at 10 µM. actives 0.61% (n = 280,000). S. cerevisiae NALP1/ASC/caspase-1 growth, X-gal OD620, 72 h; in the data active = inhibition mostly above about 24%, no sharp cut-off; inactive = mostly below about 32%; note: some compounds called inactive have numbers as strong as hits
MEKK2wt PB1 HTS – modulators of MEK5 binding to wildtype MEKK2, primary screen, biochemical, multiplex bead flow cytometry, Alexa488-MEK5. Alexa488-MEK5 binding to MEKK2 WT; actives lie on both sides. binding response (% of control), % at 10 µM. actives 1.1% (n = 290,000). AID 1531, 2009; in the data active = binding response below about 67% or above about 130%
MEKK2mut PB1 HTS – MEK5 binding signal on mutant MEKK2 PB1, primary screen, biochemical, multiplex bead flow cytometry, Alexa488-MEK5 | Alexa488-MEK5 binding to MEKK2 mutant | percent response, % at 10 µM | actives 0.35% (n = 290,000) | AID 1530, 2009; in the data active = percent response above about 24%, passing the limit was not always enough; note: inactives centre near 1; some results filed as inactive read as strong as hits; reference of the scale not given here
GalR3 antag – GalR3 antagonists in HEK293 cells, primary screen, cell-based, fluorescence readout | Galanin receptor type 3 (Homo sapiens), O60755 | HEK293 GalR3-CNG cAMP membrane potential fluorescence; galR3 body fused to GalR1 C-terminus | inhibition, % at 3 µM | actives 0.44% (n = 360,000);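 active = inhibition above the screen-wide average plus 3 SD, cut at about 13% in these data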;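 note: forskolin and galanin both at EC90 stimulate the cells; cAMP rise reported by CNG channel membrane potential dye signal; 0% = forskolin plus galanin with DMSO and 100% = forskolin alone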
Target sequence (O60755 1-299 limits assumed): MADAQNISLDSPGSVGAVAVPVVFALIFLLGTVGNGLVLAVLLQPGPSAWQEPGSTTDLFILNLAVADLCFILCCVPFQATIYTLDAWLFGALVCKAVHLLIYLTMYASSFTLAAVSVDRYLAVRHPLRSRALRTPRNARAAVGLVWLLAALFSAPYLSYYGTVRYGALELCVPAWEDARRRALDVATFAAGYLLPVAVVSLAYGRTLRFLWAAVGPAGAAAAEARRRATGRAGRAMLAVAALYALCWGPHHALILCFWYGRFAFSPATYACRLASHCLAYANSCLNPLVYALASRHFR
GPR7 antag – GPR7 receptor antagonists, primary screen, cell-based, fluorescence, single concentration. AID 1861, 2009. GPR7-expressing cells, fluorescence antagonist assay. actives 1.1% (n = 290,000). inhibition, % at 4.4 µM; in the data active = inhibition above about 16%, passing the limit was not always enough;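 note: cells stimulated with the agonist NPW; 0% = agonist with vehicle and 100% = vehicle without agonist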
Target sequence (P48145 whole entry, looked up): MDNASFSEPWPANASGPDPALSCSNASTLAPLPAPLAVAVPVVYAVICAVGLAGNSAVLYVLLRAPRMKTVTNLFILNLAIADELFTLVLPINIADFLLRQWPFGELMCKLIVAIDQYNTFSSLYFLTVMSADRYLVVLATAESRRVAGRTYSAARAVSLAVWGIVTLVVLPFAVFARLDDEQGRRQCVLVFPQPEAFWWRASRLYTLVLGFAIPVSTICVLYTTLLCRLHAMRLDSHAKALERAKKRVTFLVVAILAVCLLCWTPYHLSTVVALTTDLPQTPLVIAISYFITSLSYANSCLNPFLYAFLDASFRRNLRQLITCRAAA
MEKK3 PB1 HTS – modulators of MEKK3-MEK5 PB1 binding, primary screen, biochemical, wildtype MEKK3, multiplex bead flow cytometry, Alexa488-MEK5. Mitogen-activated protein kinase kinase kinase 3 (Homo sapiens), Q99759. bead-based flow cytometry, Alexa488-MEK5 binding to MEKK3; actives lie on both sides; 0 = blocked by unlabeled MEK5, 100 = vehicle. binding response (% of control), % at 10 µM. actives 1.4% (n = 290,000);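 active = binding response more than 3 SD above or below the average of its plate-row segment, actives on both sides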;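 note: Alexa488 bead fluorescence after subtracting the streptavidin-only scavenger bead signal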
V1R ag counter – agonists of human V1a receptor, primary screen, counter-screen for OXTR agonist project, fluorescence, CHO-V1R cells. Fluo-8 calcium fluorescence, agonist mode; 0% DMSO, 100% 3 nM vasopressin. activation, % at 3 µM. actives 0.25% (n = 320,000). AID 2797, 2010. Vasopressin V1a receptor (Homo sapiens), P37288;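 active = activation above the mean activation of all tested compounds plus 3 SD, per screening run, cut at about 20% in these data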;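 note: signal is peak over basal fluorescence ratio across a 100 second FLIPR read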
PHOSPHO1 block – PubChem AID 1565; actives 1.1% (n = 290,000); inhibition, % at 13.3 µM; recombinant PHOSPHO1, absorbance phosphatase assay; in the data active = inhibition above about 60%
OXTR agonist – human OXTR agonists, primary screen, fluorescence, CHO-OTR cells, Fluo-8 calcium. Fluo-8 calcium fluorescence; normalized: DMSO 0%, oxytocin 100%. activation, % at 3 µM. actives 0.32% (n = 320,000). AID 2435, 2010. Oxytocin receptor (Homo sapiens), P30559;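 active = activation above the mean of all tested compounds plus 3 SD, cutoff set per screening run, cut at about 20% in these data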;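 note: peak over basal fluorescence ratio from a 100 s FLIPR kinetic read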
Target sequence (P30559 whole entry, looked up): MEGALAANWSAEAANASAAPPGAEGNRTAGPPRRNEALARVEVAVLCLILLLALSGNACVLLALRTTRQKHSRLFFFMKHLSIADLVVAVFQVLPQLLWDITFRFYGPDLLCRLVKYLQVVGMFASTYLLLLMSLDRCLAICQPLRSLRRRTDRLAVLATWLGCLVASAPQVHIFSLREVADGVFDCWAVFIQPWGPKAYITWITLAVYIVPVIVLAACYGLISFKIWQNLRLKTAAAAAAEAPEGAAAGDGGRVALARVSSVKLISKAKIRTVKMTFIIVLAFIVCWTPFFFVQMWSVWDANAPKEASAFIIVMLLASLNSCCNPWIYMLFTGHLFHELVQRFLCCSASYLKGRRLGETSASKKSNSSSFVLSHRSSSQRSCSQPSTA
Active calls of the source: *; nt = not tested or not shown; [ ] = dose if it differs, or a comment. Outcome played no part in choosing rows, and some 5.4% of all compounds hit somewhere here.

SMILES	NALP1 inh	MEKK2wt PB1 HTS	MEKK2mut PB1 HTS	GalR3 antag	GPR7 antag	MEKK3 PB1 HTS	V1R ag counter	PHOSPHO1 block	OXTR agonist
Cc1nc2ccccc2nc1N/N=C/c1ccc(O)cc1	-2	95	-17	-7	-14	82	-0.4	10	0.7
CCn1c(=O)c2c(nc3n2CCCN3c2cccc(C)c2)n(C)c1=O	-14	100	-1	2	-5	98	-2.0	-10	-2.6
Nc1cc(N)nc(SCC(=O)Nc2ccc3c(c2)OCO3)n1	-6	95	-1	-2	-5	94	0.2	-15	-0.1
CC(C)C(NC(=O)CNC(=O)OC(C)(C)C)C(=O)NCc1ccccc1 (configuration not stated)	10	102	2	-4	6	102	-0.1	1	0.4
CC1Oc2ccccc2C=C1/C=N/NC(=O)[C@@H](C)NC(=O)OC(C)(C)C (some centres not stated)	0	101	5	-3	-2	104	5.0	37	2.8
CCC(=O)NC(Nc1sc2c(c1C(=O)OC)CCCC2)(C(F)(F)F)C(F)(F)F	-12	99	1	-11	-3	103	-1.2	-12	-2.8
C=CCNC(=O)CN1N=C(c2ccc(C)cc2)CCC1=O	18	102	3	-11	1	99	0.3	42	-0.6
O=c1cc(CSc2ccc(Cl)cc2)nc(-c2ccncc2)[nH]1	8	100	-5	-4	-9	102	1.0	40	1.1
CC(=O)c1ccc(NC(=S)N2CCCC(C(F)(F)F)C2)cc1 (configuration not stated)	13	102	2	-5	-7	107	-0.3	1	-0.3
Cc1[nH]n(-c2ccc([N+](=O)[O-])cc2)c(=O)c1/C=N/N1CCOCC1	3	93	-7	-5	-3	89	-0.3	-11	0.1
Cc1onc(-c2ccccc2Cl)c1C(=O)Nc1nnc(-c2ccc(Cl)cc2Cl)s1	38	100	4	nt	-7	104	1.0	-6	0.2
O=C(/C=C/c1ccco1)Nc1sc2c(c1C(=O)O)CCC2	-1	100	2	-7	13	102	-0.9	37	-1.4
O=C(CCN1C(=O)c2ccccc2C1=O)NCc1ccncc1	19	94	-5	-5	-9	92	1.0	-13	0.2
COc1ccccc1N1C(=O)CC1(C#N)c1ccc(OCc2ccccc2)cc1 (configuration not stated)	7	103	0	2	-5	93	3.2	9	1.6
O=C(c1ccc(Br)cc1)N1CCCC1	nt	101	1	-5	-4	99	-0.4	-23	-0.3
COc1ccc(CNC(=O)C(=O)c2cn(CC(=O)N3CCOCC3)c3ccccc23)cc1	5	98	0	-7	0	96	2.7	38	0.8
Cc1ccccc1OCC(=O)OC(C)CN1CCN(C)CC1 (configuration not stated)	12	73	-37	-3	-9	69*[inhibitor]	-1.2	-6	-0.6
COc1cccc(-c2noc(Cn3nc(C)c([N+](=O)[O-])c3C)n2)c1	-7	98	-1	-2	-6	97	1.6	-42	1.5
O=C(O)CSc1ncnc2nc[nH]c12	-3	93	-10	-5	-7	92	0.2	16	-0.3
CCc1cc(C(=O)OC)c(NC(=O)CC2Sc3ccc(C(F)(F)F)cc3NC2=O)s1 (configuration not stated)	15	105	15	-3	-6	103	-0.2	-4	-0.5
COc1ccc(S(=O)(=O)Nc2ccccc2C(=O)N2CCOCC2)cc1Br	-7	100	1	-2	-19	102	nt	8	nt
O=C(C1CCCCC1)N1CCN(C(=O)C2CCCCC2)CC1	13	107	7	-2	-5	101	0.9	1	0.5
Fc1cc(F)cc(NC(=S)N2CCN(c3ncccn3)CC2)c1	15	103	5	-5	-10	102	3.3	37	2.6
O=C(NCCCc1ccc(F)cc1)C1CCC(=O)N(CCCN2CCCC2=O)C1 (configuration not stated)	14	102	-5	-7	35*	104	1.2	60	-0.3

Looked up above.
Result of `COc1cccc(-c2noc(Cn3nc(C)c([N+](=O)[O-])c3C)n2)c1` under GPR7 antag: -6
Result of `COc1ccc(S(=O)(=O)Nc2ccccc2C(=O)N2CCOCC2)cc1Br` under MEKK2mut PB1 HTS: 1

The results go on:
SMILES	NALP1 inh	MEKK2wt PB1 HTS	MEKK2mut PB1 HTS	GalR3 antag	GPR7 antag	MEKK3 PB1 HTS	V1R ag counter	PHOSPHO1 block	OXTR agonist
Brc1ccc(-c2nc(N/N=C/c3cccnc3)c3ccccc3n2)cc1	27	102	4	0	8	103	0.9	21	0.1
Cn1cnc(Sc2ncnc3nc[nH]c23)c1[N+](=O)[O-]	nt	100	6	-2	-6	103	1.2	-116	0.3
CC(=O)Nc1ccc(NC(=O)C2CC(=O)N(c3ccc(Cl)cc3)C2)cc1 (configuration not stated)	7	99	0	-3	1	101	0.9	43	0.4
Cn1c2ccccc2c2cnn(CC(=O)Nc3ccccc3Br)c(=O)c21	nt	102	-17	-2	-4	100	0.8	-142	-0.1
Cc1ccc2c(c1)N(CC(=O)NC1CCCC1)C(=O)CO2	10	107	0	-6	-5	104	-0.3	45	-0.1
Cc1ccc(N=C(NOCc2ccc(Cl)cc2Cl)c2nonc2N)c(C)c1	2	107	-3	0	21	103	1.4	-4	1.0
CC(C)C(OC(=O)c1cccc(S(=O)(=O)NCC(F)(F)F)c1)C(=O)NC(N)=O (configuration not stated)	-4	97	-4	-9	7	100	0.4	37	0.4
O=C(Nc1nnc(-c2ccccc2F)s1)Nc1ccccc1F	-1	92	-5	-4	-22	97	0.0	54	-0.5
CC1CCN(CC(=O)N2c3ccccc3CCc3ccccc32)CC1	5	93	-10	-2	-9	93	1.9	-42	0.3
Cc1cccc(-n2ccc(=O)c(C(=O)Nc3ccc(S(=O)(=O)N4CCOCC4)cc3)n2)c1	-20	102	0	-10	0	99	1.7	22	-0.8
COc1cc(/C=N/NC(=O)CCn2c3ccccc3c3ccccc32)cc(OC)c1OC	5	96	8	4	6	98	0.5	7	1.9
S=c1nc(C23CC4CC(CC(C4)C2)C3)nc2sccn12	8	97	-7	nt	-11	102	-0.1	16	-1.6
CSc1cccc(NC(=O)CSc2ccccc2)c1	8	105	3	-1	6	103	1.8	5	-1.9
O=C(O)c1ccc(N/N=C/C2=Cc3ccccc3OC2)cc1	3	106	20	-1	-24	123	13	-12	4.8
O=S(=O)(Nc1ccccc1Cl)c1cccc2nsnc12	-3	103	10	-4	-7	102	-0.5	14	-1.0
CC(=O)Nc1cccc(OCC(=O)NS(=O)(=O)c2ccc(Cl)cc2)c1	8	100	0	-2	-2	100	0.4	-25	1.4
COc1ccccc1OCC(=O)N/N=C/c1cccc2cccnc12	-8	108	5	-1	-6	103	0.9	4	0.9
COc1ccc(C(=O)NCC2(c3ccccc3)CCOCC2)cc1[N+](=O)[O-]	1	97	1	-3	-10	102	0.3	8	0.3
CC1(C(=O)Nc2nnc(SCc3ccccc3)s2)Cc2ccccc2C(=O)O1 (configuration not stated)	-8	105	7	-5	-3	101	0.4	5	0.8
Cc1cc(=O)oc2c3c(cc(OCC(=O)N[C@@H](Cc4ccccc4)C(=O)O)c12)OC(C)(C)CC3	4	95	-1	-6	-2	99	0.1	34	-1.8
Cc1ccc(NC(=O)CN2C(=O)N/C(=C/c3cc(C)n(-c4ccc(C(=O)O)cc4)c3C)C2=O)cc1	-6	88	-8	-5	-10	97	nt	44	nt
COc1ccc(CN2CCN(CCCc3ccccc3)CC2)c(OC)c1	18	116	9	-5	-6	102	0.0	-17	0.0
O=C1OC2(CCCCC2)OC(=O)C1=CNc1nccs1	11	108	9	-2	-2	101	1.3	10	0.9
Cc1cc(C)c(S(=O)(=O)Nc2ccc(O)cc2)cc1C	9	98	-11	nt	-23	101	5.6	18	7.2
COc1ccc(-c2cc(C)no2)cc1S(=O)(=O)NCc1cccc(C)c1	12	95	-6	0	3	94	0.2	17	-0.1
O=C(NC1(Cc2ccc(O)cc2)CCCCC1)c1ccccc1	-19	110	12	-7	-7	109	1.7	nt	0.7
Cc1cc(/C=C2\SC(=O)N(C)C2=O)c(C)n1-c1ccc(O)cc1	15	105	6	-10	-13	105	3.9	-3	1.8
CSc1nsc(SCC(=O)Nc2c(C)n(C)n(-c3ccccc3)c2=O)n1	-9	94	-4	-4	-6	96	-0.8	9	-0.1
COCCCNC(=S)N(Cc1cccnc1)Cc1ccc(OC)c(OC)c1	17	101	-2	-1	-3	101	0.5	6	-1.7
COc1ccc(CC(=O)N2CCN(C(=O)Cc3ccc(OC)cc3)CC2)cc1	4	nt	nt	-3	-19	nt	0.1	11	0.8
CCOC(=O)c1ccc[n+](CC(=O)c2ccc(NC(=O)c3ccccc3)cc2)c1	17	114	14	-8	9	106	-0.2	3	1.4
Cc1cc(C)c(C)c(S(=O)(=O)Nc2ccc(C(N)=O)cc2)c1C	21	101	-39	-3	-10	107	1.6	-20	2.0
CN(c1ccccc1)S(=O)(=O)c1ccc(Cl)c(C(=O)Nc2nc3ccccc3[nH]2)c1	25	101	-1	-1	-5	98	2.7	-10	-1.6
CCCCN(C)S(=O)(=O)c1ccc(C(=O)Nc2nnc(-c3cccs3)o2)cc1	-7	103	6	nt	-3	102	9.3	20	2.5
CN(C)c1nc(Nc2ccccc2)nc(Oc2ccc(=O)[nH]n2)n1	2	97	-1	-5	0	101	-0.2	15	-2.3
CCOC(=O)c1c(C)[nH]c(C)c1S(=O)(=O)N1CCN(c2ccc([N+](=O)[O-])cc2)CC1	14	102	0	-1	0	102	1.4	7	2.0
Nc1cccc2[nH]c(C(F)(F)F)nc12	14	98	-1	-4	-1	84	0.7	-3	0.4
COc1cc(/C=C/C(=O)NCc2ccccn2)cc(OC)c1OC	22	105	2	-2	-14	105	0.5	0	-0.6
COc1cc2c(cc1OC)C(C)N(S(=O)(=O)c1cnc(Cl)c(Cl)c1)CC2 (configuration not stated)	23	105	10	nt	25	106	-1.2	7	-2.8
CCCc1cc(CNC(=O)C2CCC(=O)N(CCc3cccc(F)c3)C2)on1 (configuration not stated)	-9	100	1	4	-1	99	0.6	34	-1.9
CC1=C(C(N)=O)C(c2cccnc2)n2nc(SCc3ccccc3Cl)nc2N1 (configuration not stated)	15	100	2	nt	-10	104	0.5	-9	0.3
COc1ccccc1CNc1nc(SC)ncc1CO	28	98	-2	-4	3	99	-0.4	-7	1.9
Cc1c(C(=O)Nc2ccc3c4c(cccc24)CC3)cccc1[N+](=O)[O-]	20	101	-1	-2	-6	130	-0.9	-2	-0.6
COc1cc(CNCc2cccnc2)ccc1OCC(=O)NC1CCCCC1	13	107	6	11	-2	104	1.5	-19	0.0
CCOc1c(Br)cc(Br)cc1/C=C1\SC(N)=NC1=O	11	97	0	-5	9	97	nt	-6	nt
COc1ccccc1OC(C)C(=O)Nc1nc(-c2ccc(S(=O)(=O)N3CCOCC3)cc2)cs1 (configuration not stated)	0	96	0	-4	-1	99	0.3	11	-0.1
O=C(c1ccco1)N1CCN(Cc2nnc(-c3cccc(Cl)c3)o2)CC1	10	99	-2	-8	9	101	1.1	8	3.5

Screening results from PubChem BioAssay.
